Compound activity from PubChem BioAssay.
GASC-1 inh: human JMJD2C demethylase inhibition. Q9H3R0. GST-JMJD2C(1-420) H3K9me3 demethylation, DELFIA europium. inhibition, % at 2.35 µM. 0.069% of 330,000 active;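 active = more than half of a compound's replicate wells show inhibition beyond 50%, single wells judged on their own value; inconclusive = some, but no more than half, of replicates pass 50% inhibition; inactive = no replicate passes 50% inhibition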;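 also: signal counts dimethyl H3K9 product captured on neutravidin plate; 0% = median of DMSO wells and 100% = 0.3 times that DMSO median; strong numbers were not always called active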
Target sequence (Q9H3R0 1-420 limits assumed): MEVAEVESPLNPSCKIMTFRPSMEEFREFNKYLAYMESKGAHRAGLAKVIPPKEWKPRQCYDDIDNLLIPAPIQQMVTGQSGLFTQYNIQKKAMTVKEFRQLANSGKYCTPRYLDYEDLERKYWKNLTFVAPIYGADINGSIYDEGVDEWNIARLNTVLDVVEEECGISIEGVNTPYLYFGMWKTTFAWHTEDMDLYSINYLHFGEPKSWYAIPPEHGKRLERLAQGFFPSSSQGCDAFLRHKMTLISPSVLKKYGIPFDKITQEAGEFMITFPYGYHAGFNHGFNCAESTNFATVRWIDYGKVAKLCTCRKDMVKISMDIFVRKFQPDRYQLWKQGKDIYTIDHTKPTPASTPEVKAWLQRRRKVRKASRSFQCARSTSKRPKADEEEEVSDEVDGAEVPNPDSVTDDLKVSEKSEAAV
PP5 inh: blocks human protein phosphatase 5 activity | P53041 | purified PP5c, OMFP substrate fluorescence | inhibition, % at 6.7 µM | 0.18% of 320,000 active;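 active = inhibition above the campaign's mean inhibition across all tested compounds plus 3 SD, cut at about 9.5% in these data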;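 also: 0% = DMSO only and 100% = 100 µM cantharidin control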
procasp7 counter: counter-screen for procaspase-3 activators: activators of human procaspase-7; 0.093% of 330,000 active; recombinant procaspase-7, Ac-DEVD-pNA absorbance 405 nm; D23A/D198A/D206A triple mutant, cannot self-cleave; scale: DMSO 0, 5 µM enzyme 100; activation, % at 8.5 µM; P55210; AID 463210;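 active = percent activation above the screen-wide mean plus 3 SD, cut at about 25% in these data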
Target sequence (P55210 whole entry D23A/D198A/D206A): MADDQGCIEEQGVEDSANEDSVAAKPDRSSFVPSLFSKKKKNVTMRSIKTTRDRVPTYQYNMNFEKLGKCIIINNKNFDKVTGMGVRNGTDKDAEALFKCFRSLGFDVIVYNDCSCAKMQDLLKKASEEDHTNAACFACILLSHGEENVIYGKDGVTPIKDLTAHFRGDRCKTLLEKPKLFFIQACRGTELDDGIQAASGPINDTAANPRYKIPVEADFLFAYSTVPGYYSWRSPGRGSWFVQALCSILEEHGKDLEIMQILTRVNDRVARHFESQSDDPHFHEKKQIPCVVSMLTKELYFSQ
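signal = Epi-absorbance of released pNA at 405 nm, two timepoints | assay system = Uncleavable procaspase-7 mutant enzyme | reagent = Ac-DEVD-pNA substrate, 400 µM as added | times = 1 h enzyme–compound preincubation and 2 h substrate reaction, both 25 °C | benchmarks = low DMSO alone, high DMSO plus 5 µM PC-7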
GRK2 aptamer HTS: blocks RNA aptamer binding to human GRK2; 0.59% of 330,000 active; inhibition of aptamer binding, % at 10 µM; bead flow cytometry, FAM-aptamer displacement from GRK2;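 active = inhibition of aptamer binding above 40%, roughly 3 SD of noise, on plates passing a quality check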;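 also: median bead fluorescence of bound FAM aptamer so fluorescent compounds give negative values; no value below 0 was filed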
Fh CTSL1 inh: blocks F. hepatica cathepsin L1 in PFM18AAP counter-screen; recombinant F. hepatica cathepsin L1, Z-Leu-Arg-MCA fluorescence; inhibition, % at 5.96 µM; 0.49% of 300,000 active;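 active = inhibition above the mean of all tested compounds plus 3 SD, set per screening campaign, cut at about 17% in these data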;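 also: 0% = plate median of test compound wells and 100% = 1 µM Z-Phe-Ala-diazomethylketone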
HCV core dimer: HCV core protein dimerization inhibition. 0.33% of 300,000 active. AID 1899. TR-FRET GST/Flag-core106 dimerization, 1536-well. inhibition, % at 5 µM;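 active = inhibition above the mean of all tested compounds plus 3 SD, set per screening campaign, cut at about 45% in these data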
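Material: GST/Flag-tagged HCV core106 proteins. Incubation: 4 h, 22.5 °C incubation. Read-out basis: inhibition (%) from 671 over 617 nm ratio. Measured by: TR-FRET, excitation 340 nm, emission 617 and 671 nm.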
PP1 counter: counter-screen for PP5 inhibitors: inhibitors of human PP1-alpha | 0.9% of 320,000 active | purified PP1alpha, OMFP fluorescence | inhibition, % at 6.7 µM | AID 2235;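 active = inhibition above the mean inhibition of all tested compounds plus 3 SD, computed separately for each screening campaign, cut at about 15% in these data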
Target sequence (P62136 whole entry, looked up): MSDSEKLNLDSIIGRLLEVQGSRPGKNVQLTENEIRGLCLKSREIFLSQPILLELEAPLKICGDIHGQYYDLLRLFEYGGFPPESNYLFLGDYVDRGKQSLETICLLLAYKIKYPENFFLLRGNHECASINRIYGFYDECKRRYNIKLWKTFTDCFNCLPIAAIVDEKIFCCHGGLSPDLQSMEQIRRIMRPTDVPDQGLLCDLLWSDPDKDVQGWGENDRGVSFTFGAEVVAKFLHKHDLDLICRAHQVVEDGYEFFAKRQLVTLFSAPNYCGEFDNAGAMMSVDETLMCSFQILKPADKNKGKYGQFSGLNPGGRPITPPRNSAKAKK
proCasp3 act: procaspase-3 (human) activation; P42574; recombinant procaspase-3 D3A, Ac-DEVD-pNA absorbance 405 nm; activation, % at 8.5 µM; 0.11% of 330,000 active;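 active = activation above the mean of all tested compounds plus 3 SD, cut at about 21% in these data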;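 also: 0% = DMSO alone and 100% = DMSO wells spiked with extra 5 µM PC-3 D3A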
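assay system = Procaspase-3 D3A mutant | signal = absorbance at 405 nm, 0 and 120 min | times = 1 h preincubation plus 2 h reaction at 25 °C | repeats = single replicate | read-out = % activation between DMSO and enzyme-spiked controls | medium = Zinc-free HEPES saline buffer with Triton X-100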
VLA-4 inh: inhibition in a human VLA-4 binding assay; 0.2% of 330,000 active; AID 2557; P13612; inhibition, % (about 7 µM as worked out from the volumes in the protocol); VLA-4 expressing cells, ligand binding flow cytometry; in the data active = inhibition above about 50%
* marks the source's active call; other numbers are inactive results; u = inconclusive; x = not tested or not shown; & = joins results of further samples. No enrichment for hits (roughly 2.6% active in at least one column).

SMILES	GASC-1 inh	PP5 inh	procasp7 counter	GRK2 aptamer HTS	Fh CTSL1 inh	HCV core dimer	PP1 counter	proCasp3 act	VLA-4 inh
Cn1c(=O)[nH]c(=O)c2c1nc(N1CCN(Cc3ccccc3)CC1)n2CCCc1ccccc1	21&-7	-2.4	-12	3	-4	4	-4	-4	15
CSc1cccc(NC(=O)C(C)Sc2ccc(C)cc2)c1 (centres undefined)	-5	1.0	-1	0	0	-1	1	8	4
COc1ccc(OC)c(C(=O)COC(=O)c2ccc(C)o2)c1	-10	-2.7	-2	0	1	2	-1	-1	-8
Cc1ccc(S(=O)(=O)Nc2cccc3ncccc23)cc1	2	2.3	-2	0	0	0	-1	4	6
C=CCc1c(C)nc(SC)nc1Nc1ccc(C(=O)O)cc1	4	11*	-9	5	1	0	-2	-1	6
COc1ccc(C(=O)NCC(=O)N2CCC(C)CC2)cc1OC	21	1.7	0	0	-3	-7	1	10	9
Cc1cc(C)c(S(=O)(=O)N2CCCc3ccccc32)c(C)c1	-17	0.5	-3	0	-1	10	-1	1	-2
COc1ccccc1NC(=O)c1ccc(NS(=O)(=O)c2ccc(F)c(Cl)c2)cc1	9	0.7	0	2	3	9	0	0	-13
COc1ccc(OCCCC(=O)Nc2cccnc2)cc1	11	-0.4	6	0	1	-1	-3	-8	14
CC(Nc1ccccc1)c1cc(Cl)ccc1O (centres undefined)	x	2.4	-3	0	5	0	-2	2	-5
CCOc1ccc(S(=O)(=O)NCc2ccc(C)cc2)c2cccnc12	-6	0.3	-5	0	0	2	-1	-10	28
CCSc1nc(O)c(C2OC(=O)c3c2ccc(OC)c3OC)c(=O)n1-c1ccccc1 (centres undefined)	-36	3.8	-3	0	-3	4	1	6	-2
O=C(CSc1ncn(-c2ccccc2)n1)Nc1ccc(Br)cn1	5	-0.2	-8	2	3	-2	0	-6	7
CCOC(=O)C(CC)Sc1nnc(COc2ccc(C)cc2)n1-c1ccccc1 (centres undefined)	-3	3.0	4	0	5	9	0	6	1
Cc1nnc(SCc2cc(=O)[nH]c(N3CCN(C)CC3)n2)s1	2	1.7	1	0	-2	-7	-3	-2	15
Cc1ccc(C2C(C(=O)c3cc4ccccc4o3)=C(O)C(=O)N2c2cc(C)on2)cc1 (centres undefined)	-18	-0.6	-43	13	1	0	22*	-18	5
COc1ccc(-c2csc3ncnc(N4CCN(c5ccccc5OC)CC4)c23)cc1	-1	0.2	2	0	2	9	5	-4	1
Cc1scc(C(=O)Nc2ccon2)c1-c1ccccc1	5	-3.0	9	2	2	3	1	9	7
COc1ccccc1N1CCN(CCCCNC(=O)c2ccc3ccccc3c2)CC1	x	-2.6	2	0	-3	-4	-5	1	43
Cc1ccccc1NC(=O)CSc1nc2c(c(=O)n(C)c(=O)n2C)n1C	1	-0.8	-3	0	5	-7	1	3	-1
O=C(O)CCCNC(=O)/C(=C\C=C\c1ccccc1)NC(=O)c1ccccc1Cl	0	0.2	-1	0	6	2	3	5	0
CC(=O)Oc1cc(OC(C)=O)c2c(=O)c(-c3ccc4c(c3)OCCCO4)c(C)oc2c1	-9	-4.5	6	3	-8	3	-2	6	-7
Cc1ccc(N(NC(=O)C(C)(C)O)C(=O)c2ccccc2)cc1C	-2	0.5	-9	2	2	3	-3	-3	17
CCOC(=O)C1CCCN(S(=O)(=O)c2ccc(F)c(C(=O)Nc3ccc(F)c(F)c3)c2)C1 (centres undefined)	6	4.6	-11	3	-1	5	5	-6	12
CCOC(=O)c1ccc(N2CN(CCc3ccccc3)CNC2=S)cc1	-31	1.8	1	0	-1	-5	-1	-1	12

The list goes on:
SMILES	GASC-1 inh	PP5 inh	procasp7 counter	GRK2 aptamer HTS	Fh CTSL1 inh	HCV core dimer	PP1 counter	proCasp3 act	VLA-4 inh
Cc1oc(-c2ccccc2Cl)nc1CS(=O)CC(=O)NCc1ccc(Cl)cc1 (centres undefined)	-3	-1.6	-7	0	8	12	3	-2	-2
CCn1c(SCC(=O)NCCc2ccccc2)nnc1-c1cccs1	-10	0.5	1	0	-3	2	0	1	14
CCOc1ccc(CCNC(=O)c2ccc(S(=O)(=O)N3CCCC3)cc2)cc1OCC	5	1.5	8	0	1	-51	0	3	-6
CCOC(=O)C1(CCOc2ccccc2)CCN(Cc2ccncc2)CC1	-2	0.2	-1	0	-2	-2	-1	-10	-2
CCOc1cc(/C=N/Nc2nc(N3CCCC3)nc(N3CCCC3)n2)ccc1O	-8	0.7	1	2	1	1	1	10	-21
O=C(Nc1ccccc1N1CCCCC1)c1cccc(OC(F)F)c1	-10	0.9	11	1	4	11	1	1	1
CSc1nc2sc3c(c2c(=O)[nH]1)CCC(C)C3 (centres undefined)	-8	-1.4	9	0	3	1	-2	4	2
CC(C)=CC1C(C(=O)Nc2ccc(Br)cn2)C1(C)C (centres undefined)	-4	1.6	5	0	2	-2	5	-3	2
NC(=O)c1c(NC(=O)CN2CCOCC2)sc2c1CCC2	-6	-1.2	-5	0	0	-7	-2	-6	21
Cc1ccc(-n2ncc3c(=O)n(-c4ccc(C)c(C)c4)c(C)nc32)cc1	-11	3.2	1	0	-2	0	-3	-4	19
OCCN1CCN(c2nc3ccccc3nc2-c2ccccc2)CC1	1	2.4	-2	0	3	-2	-2	4	-5
CC(C)c1nnc(NC(=O)COC(=O)/C=C/c2ccc([N+](=O)[O-])cc2)s1	-24	-0.7	-4	0	2	24	-3	4	-5
CC(C)CC(CC(C)C)=NNC(=O)c1ccc2c(c1)OCO2	-20	0.6	2	1	1	-2	-2	-2	22
CCCCOc1ccc(C(=O)N/C(=C\c2ccc([N+](=O)[O-])cc2)C(=O)OCc2ccco2)cc1	-3	4.4	6	0	0	14	8	-11	-4
O=C(Nc1c(C(=O)N2CCC(N3CCCCC3)CC2)oc2ccccc12)c1ccc(F)cc1	12	-0.8	4	0	2	4	-1	8	42
Cc1ccc(S(=O)(=O)N2CCN(c3ccccn3)CC2)cc1	-6	1.6	2	4	0	-1	-5	6	0
Cc1cc(NC(=O)c2ccc(C#N)cc2)n(-c2ccccn2)n1	-6	0.4	7	1	4	13	0	-1	0
Cc1ccc(C)c(NC(=O)N2CCCCCC2)c1	1	-1.3	-10	20	5	-11	-1	-2	4
CCCC1S/C(=N/N=C/c2cccs2)NC1=O (centres undefined)	-1	2.3	10	0	7	-2	-4	-7	4
CCOC(=O)COc1c(OC)cc(Cl)cc1C1NC(=O)NC(C)=C1C(C)=O (centres undefined)	-19	-2.3	5	0	4	-1	-3	-4	7
O=c1cc(-c2ccco2)oc2c1ccc1ccccc12	-21	-1.3	5	0	4	21	10	4	23
C=CCn1ccc(O)c(Cc2ccc(Cl)cc2)c1=O	-1	0.3	-10	0	0	-5	-1	3	3
COCCNC(=O)C(=O)NCC1OCCN1S(=O)(=O)c1cc(F)ccc1F (centres undefined)	-1	0.8	5	2	0	10	2	-4	1
Cc1ccc([C@H]2C(C(=O)O)=CC[C@@H](c3ccc(Cl)cc3)N2S(=O)(=O)c2ccc(C)cc2)cc1	-4	x	2	6	x	x	x	-9	-27
CC(C)(C)c1nnc(NC(=O)CCn2cnc3ccccc3c2=O)s1	4	2.5	9	2	-4	3	1	-4	11

Quoted at random: 5 entries already listed
SMILES	GASC-1 inh	PP5 inh	procasp7 counter	GRK2 aptamer HTS	Fh CTSL1 inh	HCV core dimer	PP1 counter	proCasp3 act	VLA-4 inh
CCOC(=O)C1CCCN(S(=O)(=O)c2ccc(F)c(C(=O)Nc3ccc(F)c(F)c3)c2)C1 (centres undefined)	6	4.6	-11	3	-1	5	5	-6	12
O=C(Nc1ccccc1N1CCCCC1)c1cccc(OC(F)F)c1	-10	0.9	11	1	4	11	1	1	1
CSc1cccc(NC(=O)C(C)Sc2ccc(C)cc2)c1 (centres undefined)	-5	1.0	-1	0	0	-1	1	8	4
Cc1ccc(S(=O)(=O)N2CCN(c3ccccn3)CC2)cc1	-6	1.6	2	4	0	-1	-5	6	0
COc1ccc(OC)c(C(=O)COC(=O)c2ccc(C)o2)c1	-10	-2.7	-2	0	1	2	-1	-1	-8

The list continues.
SMILES	GASC-1 inh	PP5 inh	procasp7 counter	GRK2 aptamer HTS	Fh CTSL1 inh	HCV core dimer	PP1 counter	proCasp3 act	VLA-4 inh
CCOc1ccc2ccccc2c1/C=N/NC(=O)c1ccc(C)nc1	-7	0.2	3	0	-2	-2	-6	0	-10
CC1CCCCN1CCNC(=O)c1ccc2c(c1)N(Cc1cccc(Cl)c1)C(=O)c1ccccc1S2=O (centres undefined)	-11	2.2	6	0	2	-7	2	2	5
COC(=O)C1=CN(c2ccc(F)cc2)C=C(C(=O)OC)C1c1cccc([N+](=O)[O-])c1	u	2.8	1	2	-1	-7	6	0	-1
CCOC(=O)C1(C)C=C(Nc2cccc(OC)c2)C(=O)N1c1ccccc1 (centres undefined)	0	2.3	-13	0	-3	0	-3	0	0
CCOC(=O)N1CCN(S(=O)(=O)c2cccc3cccnc23)CC1	1	-1.1	4	0	-2	-2	-2	-1	-9
N#C/C(=C\c1ccc(Cl)cc1Cl)c1n[nH]c(Cn2cncn2)n1	-7	3.2	10	0	0	-3	1	0	16
O=C(CSc1nnc(SCc2ccc(Cl)cc2)s1)N/N=C/c1c(Cl)cccc1Cl	-7	2.5	-6	0	2	6	-1	7	1
Cc1cc(C)c(C(CC(=O)c2cccs2)C(C#N)C#N)c(C)c1 (centres undefined)	7	3.0	3	6	3	4	7	-1	2
O=C(Nc1cccc(CNCCc2c[nH]c3ccccc23)c1)c1ccccc1Cl	-4	0.5	0	0	-11	8	1	3	11
COc1ccc(-c2nc(CS(=O)(=O)CC(=O)NC3CCCCCC3)c(C)o2)cc1	-17	5.0	-5	7	-4	-3	1	-6	0
CC(C)CCn1nnnc1C(c1ccc(F)cc1)N1CCC(C(N)=O)CC1 (centres undefined)	19	1.0	-9	5	0	-2	-2	-1	-4
COc1ccc(S(=O)(=O)n2nc(C)c(S(=O)(=O)N3CCOCC3)c2C)cc1OC	-6	-1.3	8	0	-4	-5	6	4	2
O=C(NCCOc1ccccc1)C1=CC=CN2CCS(=O)(=O)N=C12	-3	x	0	0	x	x	x	-3	-3
COc1ccc(OC)c2nc(-c3cccnc3)ccc12	-23	2.2	11	26	-3	3	4	3	-3
COc1ccc(CNS(=O)(=O)c2ccc3c(c2)CCN3C(=O)C2CC2)cc1	-4	2.4	-1	1	1	-4	1	15	2
CC(Sc1nccn1C)C(=O)Nc1ccccc1 (centres undefined)	-2	-0.8	11	0	0	-8	0	1	17
O=C(Nc1ccc(Cl)c(Cl)c1)C1CC(=O)N(c2ccc(Br)cc2)C1 (centres undefined)	-5	7.3	5	2	1	2	7	11	24
O=C(CSc1ncc(C(F)(F)F)cc1Cl)N1CCN(S(=O)(=O)c2ccc3ccccc3c2)CC1	-11	5.1	0	4	0	21	12	0	-5
COc1cccc(-c2nc(-c3ccc(NC(=O)c4cccnc4)cc3)no2)c1	-9	1.4	1	0	6	-1	0	8	-3
